S100A4 MyoIIA: inhibitors of human S100A4 binding to myosin IIA peptide | P26447 | S100A4/TAMRA-MyoIIA peptide fluorescence polarization | AID 652163 | hit rate 0.14% among 360,000 | inhibition, % at 10.7 µM;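 active = mean inhibition of at least 70% across replicates, with every replicate also reaching that level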
Target sequence (P26447 whole entry, looked up): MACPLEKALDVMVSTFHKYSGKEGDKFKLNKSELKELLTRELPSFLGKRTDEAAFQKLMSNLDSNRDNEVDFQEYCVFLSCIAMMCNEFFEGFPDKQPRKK
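Test system – S100A4 monomer (human) · Compound – single-point compound testing · Schedule – 5 min incubation before reading · Probe or stimulus – TAMRA-labelled myosin IIA heavy-chain peptide probe, 5 nM · Benchmarks – neutral control DMSO, positive control TFP · Medium – Calcium-containing HEPES buffer, pH 7.2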
E-selectin induc: E-selectin induction on HUVECs; activation, % at 7.58 µM; HUVEC E-selectin immunofluorescence imaging; normalized: neutral wells 0, TNF-alpha wells 100; P16581; hit rate 0.37% among 260,000;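 active = mean E-selectin-positive cell signal at least 10% of the positive control, reached in at least 60% of replicates, without over 20% cell loss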;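 also: in these data hits start at about 27%; measured in HUVEC primary endothelial cells; signal is the percent of cells scored E-selectin positive by PE staining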
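material = human umbilical vein endothelial cells (HUVEC), E-selectin induction | quantity = 3,000 cells/well | medium = EGM-2 growth medium on 0.1% gelatin-coated wells | technique = immunofluorescence imaging | read-out basis = % PE-positive cells | control set = TNF-alpha positive control, DMSO neutral control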
FN deposition inh: fibronectin deposition inhibition | AH1F fibroblasts, Alexa488-fibronectin deposition fluorescence, overnight | AID 743247 | inhibition, % at 12.6 µM | hit rate 0.086% among 350,000;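 active = mean inhibition across replicates of 30% or more, regardless of how many single replicates reach that level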;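 also: positive control wells lacked labelled fibronectin entirely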
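Material – AH1F fibroblast monolayer, labelled fibronectin deposition · Reagent – labelled fibronectin 24 nM · Timing – 1 h adhesion, overnight exposure · Measured by – fluorescence at 485 nm excitation, 525 nm emission · Read-out – inhibition of fibronectin deposition signal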
RAD52 inh: blocks human RAD52 DNA annealing; P43351; recombinant RAD52 DNA annealing, FRET fluorescence; inhibition, % at 18.7 µM; hit rate 0.46% among 360,000;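 active = every replicate showing at least 50% inhibition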
Target sequence (P43351 whole entry, looked up): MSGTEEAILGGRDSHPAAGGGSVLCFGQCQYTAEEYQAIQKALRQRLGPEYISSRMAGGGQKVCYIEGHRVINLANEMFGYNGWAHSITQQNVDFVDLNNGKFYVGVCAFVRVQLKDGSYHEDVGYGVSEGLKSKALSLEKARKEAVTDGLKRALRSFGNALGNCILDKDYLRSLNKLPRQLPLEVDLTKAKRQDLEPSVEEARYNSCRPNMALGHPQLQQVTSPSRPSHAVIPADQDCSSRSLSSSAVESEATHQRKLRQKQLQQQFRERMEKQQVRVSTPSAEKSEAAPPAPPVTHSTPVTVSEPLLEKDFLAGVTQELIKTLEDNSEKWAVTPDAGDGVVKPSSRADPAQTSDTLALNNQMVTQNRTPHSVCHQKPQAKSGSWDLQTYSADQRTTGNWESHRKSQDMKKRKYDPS
esBAF inh: blocks esBAF chromatin remodeling in mouse ES cells | Bmi1-luciferase knock-in reporter, 24 h; 100% = twice the neutral-well signal | reporter increase, % at 12.5 µM | hit rate 2% among 350,000 | AID 602393; in the data active = activation above about 40%;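 also: 0% = median of the plate's neutral control wells and 100% = double that signal; a rise in the Bmi1 reporter signal indicates esBAF inhibition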
XiGFP reactiv: reactivates the inactive X chromosome in mouse fibroblasts; XiGFP mouse fibroblasts, % GFP-positive cells imaging, 3 d; cells co-treated with 5-aza-dC sensitizer; scaled so ellipticine positive control = 100%; activation, % at 7.58 µM; hit rate 0.055% among 360,000;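 active = mean normalized replicate activation at least 10% and every replicate at or above 10%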;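 also: 0% = median of on-plate neutral control wells and 100% = ellipticine 6 µM median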
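Material: SV40-immortalized XiGFP fibroblast cells, line 68-5-11 | Buffer or medium: DMEM containing 5-aza-dC | Dosing: One concentration, pinned | Times: 3 d treatment, 15 min room-temperature fixation | Controls: Ellipticine 6 µM positive control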
EWS-Fli inh: blocks EWS/Fli oncoprotein-driven transcription; A673 NR0B1-luciferase reporter, viability-normalised; inhibition, % at 12.6 µM; hit rate 0.67% among 350,000;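 active = mean inhibition of at least 50% after viability correction, with every replicate also passing that limit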;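 also: firefly luciferase signal divided by Alamar Blue viability fluorescence both relative to DMSO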
RAD54 inh: inhibitors of human RAD54 branch migration | Q92698 | RAD54 Holliday junction branch migration, FAM/BHQ fluorescence | inhibition, % at 10.4 µM | hit rate 0.14% among 360,000 | AID 602329;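 active = mean normalized replicate activity at least 40 and at least half of replicates scoring 40 or more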;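 also: 0% = median of neutral control wells and 100% = median of positive control wells; inhibitors cause a drop in the FAM fluorescence signal; in these data hits start at about 50%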
An asterisk follows results filed as active; x = not tested or not shown.

(1) C[C@H]1CN([C@@H](C)CO)C(=O)c2cccc(NC(=O)NC3CCCCC3)c2O[C@@H]1CN(C)S(=O)(=O)c1cn(C)cn1
(2) CCCc1nnc(NC(=O)c2cc3ccccc3o2)s1
(3) N/C(=N\OC(=O)Cc1ccccc1)c1cccc(Br)c1
(4) C[C@H](CO)N1C[C@H](C)[C@@H](CN(C)CC2CC2)Oc2c(NC(=O)C3CCCCC3)cccc2C1=O
(5) C[C@H]1CN([C@@H](C)CO)C(=O)Cc2cc(NC(=O)CCN3CCOCC3)ccc2O[C@H]1CN(C)C(=O)Nc1ccc(C(F)(F)F)cc1
(6) CC(=O)N(C)C[C@H]1Oc2ncc(C#C[C@@H](C)O)cc2C(=O)N([C@H](C)CO)C[C@H]1C
(7) CCOC(=O)Cn1c(=O)oc2cc(S(=O)(=O)Nc3c(C)cc(C)cc3C)ccc21
(8) O=C(Cc1ccccc1)Nc1ccccc1C(=O)Nc1ccc(C(=O)O)cc1
(9) C[C@H](CO)N1C[C@H](C)[C@@H](CN(C)CC2CCCCC2)Oc2ccc(N(C)C)cc2C1=O
(10) O=C(C[C@@H]1C[C@@H]2c3cc(NC(=O)C4CCC4)ccc3O[C@@H]2[C@@H](CO)O1)NCc1ccccc1F

assay / entry,1,2,3,4,5,6,7,8,9,10
S100A4 MyoIIA,-1.2,-31.5,4.4,-6.0,-14.7,-27.1,7.7,3.3,1.4,x
E-selectin induc,-0.1,0.1,0.1,-0.2,0.0,-0.4,-0.1,x,-0.2,0.1
FN deposition inh,-18.8,1.5,9.9,x,-4.3,1.8,2.0,-0.2,-14.6,-0.9
RAD52 inh,5.6,-12.3,-21.0,-16.1,-12.2,9.8,-49.0,-19.1,-6.6,x
esBAF inh,-2.1,30.5,x,-3.0,1.8,-3.1,10.9,-7.0,3.1,-1.3
XiGFP reactiv,0.0,0.0,-0.1,1.3,0.0,-0.2,0.2,0.0,0.2,-0.1
EWS-Fli inh,-5.4,-46.7,-26.8,3.0,6.5,-17.2,25.6,3.2,-3.3,-3.1
RAD54 inh,4.5,11.2,x,-6.5,-5.2,7.7,-6.5,-3.9,0.8,8.9

(11) NNc1nc(-c2ccccc2)cs1
(12) O=C(Nc1ccc(S(=O)(=O)Nc2nccs2)cc1)c1cc(=O)[nH]c2ccccc12
(13) COC(=O)N1CCC2CC1c1c(Cl)cccc12 (stereo not given)
(14) O=C1CSCC(=O)N1c1ncc(C(F)(F)F)cc1Cl
(15) Cc1ccc(N2CCN(C(=O)c3cc(-c4ccc(F)cc4)[nH]c3C)CC2C)cc1 (stereo not given)
(16) O=C(CCC(=O)c1ccc(-c2ccccc2)cc1)Nc1cccnc1
(17) COC(=O)[C@@H]1[C@@H](CO)[C@@H]2Cn3c(ccc(C4=CCCCC4)c3=O)[C@@H]2N1C(=O)c1ccccc1F
(18) C[C@H]1CN([C@@H](C)CO)C(=O)c2cccc(NS(=O)(=O)c3cccs3)c2O[C@H]1CN(C)C(=O)Nc1ccc(C(F)(F)F)cc1
(19) COc1cc2c(cc1OC)C(O)C(O)(CO)C(C(=O)O)C2c1cc(OC)c(OC)c(OC)c1 (stereo not given)
(20) CCCCNC(=O)c1onc(CSc2ccc(F)cc2)c1C(=O)O

assay / entry,11,12,13,14,15,16,17,18,19,20
S100A4 MyoIIA,-4.5,3.3,-3.1,-0.8,7.3,6.9,-16.2,-13.5,6.1,5.0
E-selectin induc,6.4,5.8,-5.8,5.8,0.2,7.5,0.3,-3.2,-0.3,0.4
FN deposition inh,-7.3,2.6,-7.5,-4.8,-0.1,2.9,3.4,x,1.2,0.5
RAD52 inh,2.2,-117.2,-12.8,-3.9,-13.4,-78.0,-11.8,-4.3,-6.5,-8.6
esBAF inh,7.7,-5.5,-5.3,x,5.3,x,-3.5,-3.4,-9.6,-0.6
XiGFP reactiv,0.0,-0.1,0.0,0.3,0.0,0.1,0.2,0.3,0.4,-0.3
EWS-Fli inh,-2.1,14.6,-5.4,-5.9,16.9,-13.4,-9.8,6.9,3.9,1.9
RAD54 inh,-13.0,-17.1,-11.0,x,-8.5,x,3.9,-8.3,-1.2,-6.6

(21) Cc1cc(-c2ccc(C)c(S(=O)(=O)NCC3CCN(Cc4ccccc4F)CC3)c2)on1
(22) O=C(O)/C(=C\c1ccc(Br)cc1)NC(=O)c1cccs1
(23) CC1CCc2ccccc2N1C(=N)N(C)C (stereo not given)
(24) COc1ccc(CCNC(=O)CSc2nnc3c(n2)[nH]c2ccc(F)cc23)cc1OC
(25) O=C(C[C@H]1CC[C@@H]2[C@H](COC[C@H](O)CN2S(=O)(=O)c2cccc(Cl)c2)O1)N1CCCCC1
(26) CCN(CC)S(=O)(=O)c1ccc(N2CCOCC2)c(NC(=O)c2ccccc2)c1
(27) O=C(NCCc1cccc(F)c1)C1CCCN(c2nc3ccccc3s2)C1 (stereo not given)
(28) C[C@H](O)C#Cc1ccc2c(c1)O[C@@H](CN(C)Cc1ccccn1)[C@@H](C)CN([C@@H](C)CO)S2(=O)=O
(29) Cc1ncc([N+](=O)[O-])n1CC(C)O (stereo not given)
(30) O=C(Nc1cccc(S(=O)(=O)N2CCCCC2)c1)c1cncc(Br)c1

assay / entry,21,22,23,24,25,26,27,28,29,30
S100A4 MyoIIA,-11.6,-1.8,0.9,24.5,x,-3.4,-2.7,-10.8,-9.2,-2.6
E-selectin induc,0.3,-0.2,x,0.0,0.0,x,-0.3,0.3,-0.1,x
FN deposition inh,-12.4,0.6,x,2.7,-7.6,-10.9,1.1,x,-11.2,0.7
RAD52 inh,-30.2,-11.1,-19.7,-6.7,x,-17.9,-6.4,-3.1,6.7,-16.2
esBAF inh,-1.6,-7.6,x,-4.1,-2.1,x,3.8,0.9,-2.1,19.0
XiGFP reactiv,0.1,0.2,0.3,0.0,0.0,0.2,0.3,-1.1,0.2,-0.1
EWS-Fli inh,x,8.5,-4.8,0.2,-3.1,14.1,-20.0,2.7,-2.8,13.9
RAD54 inh,-0.6,2.2,x,-16.0,-11.1,x,-7.0,6.8,7.5,-0.7

Molecules listed so far containing a COOH group:
(8) O=C(Cc1ccccc1)Nc1ccccc1C(=O)Nc1ccc(C(=O)O)cc1
(19) COc1cc2c(cc1OC)C(O)C(O)(CO)C(C(=O)O)C2c1cc(OC)c(OC)c(OC)c1 (stereo not given)
(20) CCCCNC(=O)c1onc(CSc2ccc(F)cc2)c1C(=O)O
(22) O=C(O)/C(=C\c1ccc(Br)cc1)NC(=O)c1cccs1

assay / entry,8,19,20,22
S100A4 MyoIIA,3.3,6.1,5.0,-1.8
E-selectin induc,x,-0.3,0.4,-0.2
FN deposition inh,-0.2,1.2,0.5,0.6
RAD52 inh,-19.1,-6.5,-8.6,-11.1
esBAF inh,-7.0,-9.6,-0.6,-7.6
XiGFP reactiv,0.0,0.4,-0.3,0.2
EWS-Fli inh,3.2,3.9,1.9,8.5
RAD54 inh,-3.9,-1.2,-6.6,2.2

More entries.
(31) C[C@H]1CN([C@@H](C)CO)C(=O)c2cc(NC(=O)Nc3ccccc3)ccc2O[C@@H]1CN(C)S(=O)(=O)c1ccc(Cl)cc1
(32) Cc1ccc(C(=O)OCC(=O)NCc2cccs2)c(C)c1
(33) C[C@H]1CN([C@@H](C)CO)C(=O)Cc2cc(NC(=O)C3CCCCC3)ccc2O[C@@H]1CN(C)Cc1ccc(C(=O)O)cc1
(34) C/C=C/c1cnc2c(c1)C(=O)N([C@@H](C)CO)C[C@@H](C)[C@@H](CN(C)C(=O)C1CC1)O2
(35) CC(C)C[C@H]1CN([C@@H](CC(C)C)CN2CCCC2CN2C(=S)NC[C@@H]2Cc2ccccc2)C(=S)N1CCc1ccccc1 (stereo not given in full)
(36) COc1ccc(CN2C(=O)C(C)Nc3ncnc(N4CCOCC4)c32)cc1 (stereo not given)
(37) COc1ccc(S(=O)(=O)Nc2ccc3c(c2)C(=O)N([C@@H](C)CO)C[C@@H](C)[C@H](CN(C)S(=O)(=O)c2cn(C)cn2)OCCCC[C@@H](C)O3)cc1
(38) Cc1nnc(SCC(=O)NC(=O)NC(C)(C)C)s1
(39) CN1C(=O)c2cc(NC(=O)Nc3ccccc3F)ccc2OC[C@H]2O[C@@H](CC(=O)NCCc3ccncc3)CC[C@@H]21
(40) O=C(O)c1cc(S(=O)(=O)N2CCOCC2)c[nH]1

assay / entry,31,32,33,34,35,36,37,38,39,40
S100A4 MyoIIA,15.7,-1.0,8.0,x,-3.4,-4.6,-9.9,11.3,x,-2.3
E-selectin induc,1.4,x,1.1,-0.3,-0.1,1.0,2.0,2.0,0.1,x
FN deposition inh,x,-36.7,x,x,x,-2.4,x,0.5,6.2,2.8
RAD52 inh,1.8,-18.9,6.5,x,-17.0,-4.0,-0.9,-25.3,x,-9.7
esBAF inh,-0.2,x,1.6,0.3,x,-15.4,-1.7,x,-1.4,-0.6
XiGFP reactiv,7.7,0.1,-1.1,-0.1,0.0,0.3,-1.2,0.0,0.0,0.0
EWS-Fli inh,0.2,-44.4,3.4,-18.1,3.5,15.7,-4.4,-3.2,1.6,-6.3
RAD54 inh,-9.4,x,-5.9,x,x,3.6,0.4,x,-1.1,-3.2

(41) CCC(=O)Nc1ccc2c(c1)OC[C@H](C)N(CC1CCCCC1)C[C@H](C)[C@@H](OC)CN(C)C2=O
(42) COCCN(C(=O)CSCc1ccc(C)cc1)c1c(N)n(CC(C)C)c(=O)[nH]c1=O
(43) Cc1ccsc1C(=O)OCC(=O)Nc1ccc(Cl)cc1C(F)(F)F
(44) COc1ccccc1CCNC(=O)c1ccc(OC)c(OC2CCN(C(C)C)CC2)c1
(45) CCn1ccnc1CN(C)C(=O)c1cc(COc2ccc(-n3cncn3)cc2)on1
(46) CC(Sc1ncnc2sc(-c3ccccc3)cc12)C(=O)N1CCNC1=O (stereo not given)
(47) CCC(=O)N1[C@H](CO)[C@@H](c2ccccc2)[C@H]1CNC(=O)CN1CCOCC1
(48) CN(C)C(=O)[C@@H]1C[C@H]1[C@@H](NC(=O)OCc1ccccc1)c1ccccc1
(49) C[C@H](CO)N1C[C@H](C)[C@@H](CN(C)S(=O)(=O)c2cccs2)Oc2ccc(NC(=O)Nc3ccc(F)cc3)cc2CC1=O

assay / entry,41,42,43,44,45,46,47,48,49
S100A4 MyoIIA,x,2.0,41.5,-2.2,3.7,-2.9,-5.0,-2.0,-3.1
E-selectin induc,0.2,0.1,x,0.2,0.2,38.6*,0.0,0.0,0.0
FN deposition inh,-11.3,-1.0,6.1,4.5,-1.5,9.7,-12.4,-0.8,-46.0
RAD52 inh,x,-8.9,-13.9,-3.8,-2.6,-15.6,-11.9,1.6,-18.3
esBAF inh,4.8,-7.9,-3.3,18.9,-11.3,4.1,-3.2,-4.3,0.4
XiGFP reactiv,0.7,-0.1,0.2,0.0,0.2,0.3,0.1,0.1,0.0
EWS-Fli inh,0.3,-3.9,-0.6,x,x,-2.7,-3.7,11.8,-5.7
RAD54 inh,x,x,x,-7.5,-6.6,-3.4,1.7,-2.7,6.3

Screening results: PubChem, Broad Institute
